TCR act: activators of T cell receptors | primary human leukocytes, anti-CD3, IL-2 HTRF, 48 h | 330,000 tested, under 10 active | AID 504894 | Potency, µM (top dose mostly 9.22 µM), inactives show at the highest dose activation of IL-2 secretion, usual class: activators; further: % of control where 0% means no effect
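Compounds are tested in HTS on primary human leukocytes co-incubated with a-CD3 beads for 48 hr. IL-2 output is measured by time-resolved FRET.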
B2AR arrestin: agonists driving beta-arrestin recruitment to human beta2-adrenergic receptor; beta-arrestin recruitment to beta2AR, cell-based reporter; Potency, µM (highest dose often 46.1 µM), for the others: at the top dose activation, usual class: activators; hit rate 0.02% among 330,000;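 further: potency means the concentration at half of the fitted maximal effect; 0% = DMSO controls and full agonism = EC100 isoproterenol or metaproterenol; nearly all actives have a fitted effect of over 65% in size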
Target sequence (P07550 whole entry, looked up): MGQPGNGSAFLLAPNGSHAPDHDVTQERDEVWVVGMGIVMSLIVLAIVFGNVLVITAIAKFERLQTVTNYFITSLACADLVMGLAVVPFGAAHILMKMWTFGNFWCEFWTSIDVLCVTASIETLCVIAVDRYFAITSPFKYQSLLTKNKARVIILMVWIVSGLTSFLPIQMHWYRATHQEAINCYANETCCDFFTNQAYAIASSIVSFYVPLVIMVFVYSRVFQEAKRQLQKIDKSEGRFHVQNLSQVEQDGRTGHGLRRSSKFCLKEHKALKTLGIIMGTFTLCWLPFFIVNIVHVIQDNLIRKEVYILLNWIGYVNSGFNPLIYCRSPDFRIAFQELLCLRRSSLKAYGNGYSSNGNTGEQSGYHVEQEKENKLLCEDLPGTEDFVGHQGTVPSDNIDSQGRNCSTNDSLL
TSG101-PTAP inh: blocks PTAP/TSG101 interaction to inhibit HIV-1 budding; Potency, µM (doses to about 115 µM), for inactives: top-dose activity change, negative = inhibition, usual class: inhibitors; Fluorescence polarization, FITC-PTAP peptide / Tsg101 binding; AID 493005; 340,000 tested, under 10 active; active means well fitted inhibition curve with a large enough effect in the main read-out, with a control signal flat, not every such curve was filed as active; inconclusive means small, poorly fitted or top-dose-only effect, or effect the other way, or a change in a side signal; inactive means no such curve, though single readings can be large or run the other way; further: potency means the concentration at half of the fitted maximal effect; % of control where 0% means no effect
Target sequence (Q99816 whole entry, looked up): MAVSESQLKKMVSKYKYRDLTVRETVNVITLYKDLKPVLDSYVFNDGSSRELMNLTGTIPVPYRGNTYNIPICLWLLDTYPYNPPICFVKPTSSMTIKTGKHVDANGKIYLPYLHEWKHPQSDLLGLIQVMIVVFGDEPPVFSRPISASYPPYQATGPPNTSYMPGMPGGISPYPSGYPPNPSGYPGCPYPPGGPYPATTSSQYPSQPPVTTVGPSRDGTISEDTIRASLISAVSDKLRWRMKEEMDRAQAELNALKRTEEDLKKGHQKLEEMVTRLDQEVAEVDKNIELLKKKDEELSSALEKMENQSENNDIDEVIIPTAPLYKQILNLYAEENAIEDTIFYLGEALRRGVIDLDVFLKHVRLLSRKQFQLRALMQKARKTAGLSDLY
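Compounds were pin-transferred onto Tsg101 binding domain (10 uM final) in HEPES pH 7.5 buffer, then FITC-PTAP peptide was added at 50 nM final. After 20 min at RT, polarization reported peptide displacement across a qHTS concentration series.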
TRPV1 ag: agonists of human vanilloid receptor 1 (TRPV1); TRPV1-expressing cells, Fluo-8 calcium influx, agonist mode; activation, % at 8.33 µM; hit rate 0.19% among 320,000; in the data active means activation above about 80%; inconclusive means between about 30% and that limit; further: 0% is about no effect
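Cells expressing TRPV1 were dye-loaded with Fluo-8 and read kinetically: 10 s baseline, 3 min after compound (agonist portion), then 2 min after EC20 capsaicin (allosteric enhancer portion). Calcium-bound dye fluorescence at 480/520 nm.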
BRCA1 expr up: increases BRCA1 expression; Potency, µM (series often up to 46.1 µM), without a hit: at the highest dose activation, actives largely listed as activators; MCF7-BRCA1-FFLuc reporter, luminescence, 48 h; response scale: scaled: vehicle 0%, 10 µM genistein 100%; hit rate 1.1% among 380,000; further: potency means the concentration at half of the fitted maximal effect; nearly all actives have a fitted effect of over 80% in size; some results filed as inactive show a strong effect at the top dose
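Luminescence from a BRCA1-driven firefly luciferase in MCF7 cells was the read-out, taken 15 min after substrate addition following 48 h compound exposure at 37 °C. Data were normalized to a 10 microM genistein control and DMSO vehicle.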
p53 reactivation: restores transcriptional activity of mutant p53 | Potency, µM (series often up to 92.2 µM), inactives show at the highest dose activity change, positive = activation, most hits filed as activators | AID 504706 | H1299 p53-A138V BP100-luciferase reporter, luminescence, 24 h | hit rate 0.063% among 320,000; further: potency means the concentration at half of the fitted maximal effect; % of control where 0% means no effect; nearly all actives have a fitted effect of over 45% in size
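p53-null H1299 cells stably carrying temperature-sensitive p53-A138V and a BP100-luciferase reporter were pinned with compounds (4-point, 1:5 series) and held 24 hrs at 37 deg C. Luminescence was read 10 min after detection reagent.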
CXXC DNA block: inhibitors of human MLL CXXC domain-DNA interaction; MLL-CXXC / FITC-HOXA9 DNA fluorescence polarization; hit rate 0.037% among 290,000; Potency, µM (top dose mostly 115 µM), inactives show at the top dose activity change, negative = inhibition, usual class: inhibitors; Q03164; active means well fitted inhibition curve with a large enough effect in the polarisation, with a control signal flat, not every such curve was filed as active; inconclusive means small, poorly fitted or top-dose-only effect, or effect the other way, or a change in a side signal; inactive means no such curve, though single readings can be large or run the other way; the % refers to the polarisation; further: potency means the concentration at half of the fitted maximal effect
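Fluorescence polarization: 7 uM MLL-CXXC (stock) preincubated 5 min with compounds, then 50 nM fluorescein-HOX-A9 DNA (stock) added; 30 min ambient. Buffer 50 mM Tris-HCl pH 7.5, 50 mM NaCl, 1 mM DTT, 0.05% BSA.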
Integrin act MD: activates integrin-mediated alleviation for muscular dystrophy. AID 624291. alpha7betagal myoblasts, beta-gal FDG fluorescence, 48 h. Potency, µM (top dose mostly 38.3 µM), for inactives: at the highest dose activation, most hits filed as activators. hit rate 0.064% among 350,000;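 further: potency means the concentration at half of the fitted maximal effect; 100% = response of the positive control SU9516; nearly all actives have a fitted effect of over 60% in size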
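Alpha7betagal+/- myoblasts (passage 13) were plated 16-24 hr, then exposed to compounds (1:260 dilution of DMSO stock) for 48 hours at 37C. After MPER lysis, β-galactosidase reporter activity was read as FDG fluorescence (ex 480/em 540) after 30 minutes.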
ELG1 DNA repair: inhibitors of ELG1-dependent DNA repair in HEK293T cells; hit rate 2.3% among 330,000; HEK293T ELG1-luciferase reporter, luminescence, 16 h; DNA damage induced by 5-fluorouridine; Potency, µM (titrated, usually from 46.1 µM), for inactives: at the top dose activity change, negative = inhibition, actives largely listed as inhibitors; AID 504467; further: potency means the concentration at half of the fitted maximal effect; on the % scale 0 is the no-effect control and ±100 the full control effect; nearly all actives have a fitted effect of over 55% in size
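Step one: seed 2,000 cells per well. Step two: pin-transfer compound or DMSO alongside 5-fluorouridine. Step three: incubate 16 hr, 37 °C, 5% CO2. Step four: add ONE-Glo, wait 30 min, read luminescence.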
A-T KAP1 phos: candidate therapy for ataxia-telangiectasia; hit rate 0.19% among 320,000; Potency, µM (top dose mostly 57.5 µM), for inactives: at the highest dose activation, hits mostly activators; […] A-T fibroblasts, KAP-1 phosphorylation AlphaLISA; neocarzinostatin DNA damage 30 min before lysis; further: potency means the concentration at half of the fitted maximal effect; % of control where 0% means no effect; nearly all actives have a fitted effect of over 45% in size
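hTERT-immortalized A-T patient fibroblasts ([…]), 500 cells/well in OPTI-MEM, 1% FBS, got compounds for 60 min, then NCS for 30 min at 37C. Lysates were then assayed for phospho-KAP-1 by AlphaLISA (anti-pKAP1 donor, anti-KAP1 acceptor beads), 6 hr at 25C.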
The depositor's hits bear a star; [ ] = dose if it differs, or a comment. Unless noted, the call rests on the fitted dose curve; in most records, active means well fitted curve in the direction sought with a large enough effect; inconclusive means small, poorly fitted or top-dose-only effect, or another doubt; inactive means no such curve, though single readings can be large; an effect the other way counts as inactive or inconclusive.

For O=c1[nH]c(=O)n(-c2cccc3ccccc23)c(O)c1/C=N/N1CCCCCC1 the results were TCR act 11%, B2AR arrestin 0.3%, TSG101-PTAP inh 0%, TRPV1 ag 3, BRCA1 expr up -1%, p53 reactivation 7%, CXXC DNA block 7%, Integrin act MD 7%, ELG1 DNA repair inconclusive and A-T KAP1 phos -9%.
Screening C=CCOC(=O)COc1cc(C)cc2oc(=O)c3c(c12)CCC3 returned TCR act 4%, B2AR arrestin -0.2%, TSG101-PTAP inh -5%, TRPV1 ag -4, BRCA1 expr up -8%, p53 reactivation -3%, CXXC DNA block 4%, Integrin act MD 4%, ELG1 DNA repair inconclusive and A-T KAP1 phos 8%.
For Cc1cc(OCC(=O)NCC(O)c2ccccc2)c2c3c(c(=O)oc2c1)CCC3 (stereo unspecified) the results were TCR act 9%, B2AR arrestin 0.2%, TSG101-PTAP inh -9%, TRPV1 ag 5, BRCA1 expr up 5%, p53 reactivation 4%, CXXC DNA block 19%, Integrin act MD 15%, ELG1 DNA repair inconclusive and A-T KAP1 phos 0%.
Screening CC1CC2(O)c3no[n+]([O-])c3CCC2N1O (stereo unspecified) returned TCR act -3%, B2AR arrestin -0.2%, TSG101-PTAP inh -4%, TRPV1 ag 1, BRCA1 expr up 9%, p53 reactivation 2%, CXXC DNA block -2%, Integrin act MD -10%, ELG1 DNA repair 9% and A-T KAP1 phos 5%.
COC(=O)C1=C(c2ccc(-c3ccccc3)c(F)c2)C[C@@H]2CC[C@H]1N2C(=O)NCCCOC(C)C was read as TCR act -2%, B2AR arrestin 0.4%, TSG101-PTAP inh -4%, TRPV1 ag 25, BRCA1 expr up -27%, p53 reactivation -13%, Integrin act MD 8%, ELG1 DNA repair -29% and A-T KAP1 phos 8%.
Screening Cn1c(O)c(C(=Nc2ccc(F)cc2)c2ccccc2Cl)c(=O)n(C)c1=O returned TCR act 3%, B2AR arrestin -0.5%, TSG101-PTAP inh 0%, TRPV1 ag 0, BRCA1 expr up -12%, p53 reactivation 1%, CXXC DNA block -5%, Integrin act MD -30%, ELG1 DNA repair inconclusive and A-T KAP1 phos 7%.
`O=C(c1ccccc1)c1ccccc1N=Cc1c(O)[nH]c(=O)[nH]c1=O` gave TCR act -1%, B2AR arrestin 0.0%, TSG101-PTAP inh -1%, TRPV1 ag 3, BRCA1 expr up 16%, p53 reactivation -1%, CXXC DNA block 19%, Integrin act MD 0%, ELG1 DNA repair 6% and A-T KAP1 phos 0%.
Screening CC(C)Nc1nc(Cl)nc(NC(C)C)n1 returned TCR act -5%[46.1 µM], B2AR arrestin -0.7%, TSG101-PTAP inh -5%, TRPV1 ag 0, BRCA1 expr up 4%, p53 reactivation -1%, CXXC DNA block 0%, Integrin act MD -1%, ELG1 DNA repair 12% and A-T KAP1 phos -10%.
For CC1=C2CCC3C(CCC4=CC(=O)CCC43C)C2CC1 (stereo unspecified) the results were TCR act -2%, TSG101-PTAP inh -4%, BRCA1 expr up -28% and Integrin act MD 0%.
`COc1ccc(/C=C/C2=CCN(C)CC2)cc1` gave TCR act -8%, B2AR arrestin -0.4%, TSG101-PTAP inh 1%, TRPV1 ag -1, p53 reactivation -1%, CXXC DNA block -16%, Integrin act MD 13%, ELG1 DNA repair inconclusive and A-T KAP1 phos 0%.
Screening Cc1ccc(CN2C3CCCC2CC(NC(=S)NCc2ccccc2)C3)cc1 (stereo unspecified) returned TCR act 0%, B2AR arrestin -0.3%, TSG101-PTAP inh -9%, TRPV1 ag 29, BRCA1 expr up -16%, p53 reactivation 6%, CXXC DNA block -2%, Integrin act MD -53%[inhibitor], ELG1 DNA repair -4% and A-T KAP1 phos -8%.
`COc1ccc(C(CNC(=O)Cc2ccc(Cl)c(Cl)c2)N2CCCCC2)cc1` (stereo unspecified) gave TCR act -7%, B2AR arrestin -0.8%, TSG101-PTAP inh -2%, TRPV1 ag 16, BRCA1 expr up -9%, p53 reactivation 16%, CXXC DNA block -1%, Integrin act MD -5%, ELG1 DNA repair -5% and A-T KAP1 phos 6%.
Screening O=C(N/N=C/c1c(O)n(CCC2=CCCCC2)c(=O)[nH]c1=O)c1ccccc1 returned TCR act 0%[46.1 µM], B2AR arrestin -0.2%, TSG101-PTAP inh -6%, TRPV1 ag 15, BRCA1 expr up -48%, p53 reactivation inconclusive, CXXC DNA block 2%, Integrin act MD 21%, ELG1 DNA repair inconclusive and A-T KAP1 phos -2%.
`CCC1(c2ccc(N)cc2)CCC(=O)NC1=O` (stereo unspecified) gave TCR act 0%, TSG101-PTAP inh -1%, BRCA1 expr up -9% and CXXC DNA block -3%.
Screening OCC12COC3c4ccccc4C(OC1)N32 (stereo unspecified) returned TCR act 2%, B2AR arrestin -0.3%, TSG101-PTAP inh -2%, TRPV1 ag -1, BRCA1 expr up 0%, p53 reactivation 12%, CXXC DNA block -4%, Integrin act MD -18%[7.66 µM], ELG1 DNA repair 4% and A-T KAP1 phos 6%.
`CCOc1ccc(Cl)cc1CNCCc1ccccc1F` gave TCR act -6%, B2AR arrestin 3.1%, TSG101-PTAP inh 0%, TRPV1 ag 4, BRCA1 expr up -8%, p53 reactivation -1%, CXXC DNA block 21%, Integrin act MD 21%, ELG1 DNA repair -13% and A-T KAP1 phos inconclusive.
For CCCCOCCCn1c(N)c(C(=O)OC(C)COC)c2nc3ccccc3nc21 (stereo unspecified) the results were TCR act -4%[46.1 µM], B2AR arrestin 0.0%, TSG101-PTAP inh -5%, TRPV1 ag 1, BRCA1 expr up -58%, p53 reactivation 5%, CXXC DNA block -4%, Integrin act MD -34%, ELG1 DNA repair inconclusive and A-T KAP1 phos 15%.
Screening COc1ccc(N2C(=O)NC(=O)/C(=C/c3ccc4c(c3)Cc3ccccc3-4)C2=O)cc1 returned B2AR arrestin 0.0%, TRPV1 ag 8, p53 reactivation -2%, CXXC DNA block 1%, ELG1 DNA repair inconclusive and A-T KAP1 phos 4%.
Screening Cc1ccc(N2C(=O)NC(=O)/C(=C/c3cnc(-c4ccccc4)nc3)C2=O)cc1C returned TCR act -1%, B2AR arrestin -1.2%, TSG101-PTAP inh 1%, TRPV1 ag -4, p53 reactivation 1%, CXXC DNA block -9%, Integrin act MD 1%, ELG1 DNA repair 14% and A-T KAP1 phos 3%.
For O=C(NCc1ccc(C(=O)N2CCC3(CC2)OCCO3)cc1)c1cccc(Br)c1 the results were B2AR arrestin 0.4%, TSG101-PTAP inh -5%, TRPV1 ag 4, BRCA1 expr up 1%, p53 reactivation 18%, CXXC DNA block 2%, Integrin act MD -15%[7.66 µM], ELG1 DNA repair inconclusive and A-T KAP1 phos 3%.
COP(=O)(OC)C(NC(=O)C(C)(C)C)=C(Cl)Cl was read as TCR act 4%, B2AR arrestin -0.2%, TSG101-PTAP inh -9%, TRPV1 ag -1, BRCA1 expr up 1%, p53 reactivation 2%, CXXC DNA block -2%, Integrin act MD 1%, ELG1 DNA repair 5% and A-T KAP1 phos 0%.
`CN(C)C(=O)Oc1ccc2ccccc2c1Cl` gave TCR act -2%, B2AR arrestin -0.2%, TSG101-PTAP inh -2%, TRPV1 ag 2, p53 reactivation 16%, CXXC DNA block -6%, Integrin act MD -21%, ELG1 DNA repair inconclusive and A-T KAP1 phos -2%.
`CCCCP(=O)(O)CCC(=O)O` gave TCR act 3%, B2AR arrestin -0.2%, TSG101-PTAP inh 0%, TRPV1 ag 1, BRCA1 expr up 4%, p53 reactivation -5%, CXXC DNA block -1%, Integrin act MD 1%, ELG1 DNA repair 0% and A-T KAP1 phos 4%.
Screening COc1cccc(C(=O)C2CN(C)CC2c2ccc(Cl)cc2)c1 (stereo unspecified) returned TCR act 2%, B2AR arrestin -0.4%, TSG101-PTAP inh -3%, TRPV1 ag 5, BRCA1 expr up -18%, p53 reactivation -5%, CXXC DNA block 12%, Integrin act MD inconclusive, ELG1 DNA repair -11% and A-T KAP1 phos 5%.

No new results follow: an excerpt of the list.
`CCCCP(=O)(O)CCC(=O)O` gave TCR act 3%, B2AR arrestin -0.2%, TSG101-PTAP inh 0%, TRPV1 ag 1, BRCA1 expr up 4%, p53 reactivation -5%, CXXC DNA block -1%, Integrin act MD 1%, ELG1 DNA repair 0% and A-T KAP1 phos 4%.
Screening COc1cccc(C(=O)C2CN(C)CC2c2ccc(Cl)cc2)c1 (stereo unspecified) returned TCR act 2%, B2AR arrestin -0.4%, TSG101-PTAP inh -3%, TRPV1 ag 5, BRCA1 expr up -18%, p53 reactivation -5%, CXXC DNA block 12%, Integrin act MD inconclusive, ELG1 DNA repair -11% and A-T KAP1 phos 5%.

Compound activity (PubChem)

Not all compounds are listed; the hit share may differ from the screen's.
